Assay outcomes from PubChem.
IMP-1 inh = inhibitors of Pseudomonas aeruginosa IMP-1 metallo-beta-lactamase | 0.45% of 290,000 active | AID 1556 | inhibition, % at 5.6 µM | purified IMP-1, nitrocefin hydrolysis, epi-absorbance fluorescence;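 active = inhibition above the mean plus 3 SD of all compounds in the same screening run, cut at about 4.5% in these data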;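 note: 0% = IMP-1 with DMSO and 100% = DMSO wells lacking enzyme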
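System – purified recombinant IMP-1 beta-lactamase · Input – IMP-1 dispensed at 0.2 nM · Timing – 15 min preincubation plus 25 min reaction at 25 °C · Signal – Epi-absorbance fluorescence, 480 nm excitation, 530 nm emission · Measure – percent IMP-1 inhibition derived from blank-referenced optical density · Controls – Enzyme-plus-DMSO low control, enzyme-free DMSO high control · Replication – singlicate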
GalR3 antag = blocks the human galanin receptor 3; O60755; inhibition, % at 3 µM; HEK293 GalR3-CNG cAMP membrane potential fluorescence; galR3 body fused to GalR1 C-terminus; 0.44% of 360,000 active; AID 651719;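 active = inhibition above the screen-wide average plus 3 SD, cut at about 13% in these data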;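 note: forskolin and galanin both at EC90 stimulate the cells; cAMP rise reported by CNG channel membrane potential dye signal; 0% = forskolin plus galanin with DMSO and 100% = forskolin alone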
HCV NS3 hel inh = inhibitors of Hepatitis C virus NS3 helicase; 0.56% of 290,000 active; inhibition, % at 10.9 µM; AID 1800; NS3 helicase DNA unwinding, Cy5 molecular beacon fluorescence;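 active = inhibition above the mean of all tested compounds plus 3 SD, set per campaign, cut at about 35% in these data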;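 note: 0% = DMSO wells and 100% = thioflavine S control wells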
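Material: hepatitis C virus NS3 helicase domain fragment enzyme; measured by: Cy5 fluorescence, 0 and 60 min reads; control set: DMSO and thioflavine S; incubation: 60 min unwinding reaction at 25 °C after ATP addition; read-out basis: % inhibition from 60/0 min fluorescence ratio, DMSO 0%, thioflavine S 100%; repeats: singlicate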
pCIP destab = lowers stability of the mouse p/CIP coactivator protein | Q05BA5 | F442A p/CIP-EGFP cells, EGFP fluorescence, 16 h | decrease of EGFP signal, % at 10 µM | 0.01% of 290,000 active;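 active = EGFP signal decrease of at least 30% at 10 µM or well 3 SD below plate mean, unless failing retest; inactive = the rest, including hits failing retest or dose response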; note: some compounds called inactive have numbers as strong as hits; many of its hits are not listed in these tables
CRFBP-R2 block = blocks CRF-induced signaling of the CRF-BP/CRF-R2 complex; HEK293 CRF-R2/CRF-BP, CRF-induced calcium fluorescence; 0.59% of 350,000 active; inhibition, % at 11.8 µM;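 active = inhibition of the ligand-induced calcium signal above about 50% at the single tested concentration, limit read from the data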
IDE inh = inhibits human insulin-degrading enzyme in HEK cells; inhibition, % at 5.59 µM; P14735; 0.41% of 320,000 active; FAbetaB cleavage, fluorescence polarization;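 active = percent inhibition above the average of all tested compounds plus 3 SD, set per screening campaign, cut at about 16% in these data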;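 note: IDE supplied by intact live HEK cells; FP after avidin binding of uncleaved biotin substrate so inhibition keeps polarization high; 0% = DMSO wells and 100% = 60 µM reference IDE inhibitor Ii1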
IDE act = IDE (human) activation, cell-based; P14735; activation, % at 5.96 µM; HEK cells, FAbeta-B cleavage, fluorescence polarization; 0% vehicle, 100% cell-free pure enzyme wells; 0.073% of 340,000 active;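 active = activation above the mean of all tested compounds plus 3 SD, set per screening campaign, cut at about 17% in these data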
VIM-2 inhibitor = blocks Pseudomonas aeruginosa VIM-2 metallo-beta-lactamase; purified VIM-2, nitrocefin hydrolysis, epi-absorbance fluorescence; inhibition, % at 5.6 µM; 0.89% of 290,000 active; AID 1527;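 active = inhibition above the mean of all tested compounds plus 3 SD, cutoff set per screening run, cut at about 7.5% in these data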;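 note: red hydrolysis product quenches plate fluorescence so inhibitors raise well fluorescence; 0% = enzyme with DMSO and 100% = DMSO without enzyme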
SUMO HTRF inh = inhibitors of human SUMOylation (UBC9); HTRF SUMOylation assay, SAE1/SAE2 + UBC9, in vitro; inhibition, % at 35 µM; 0.36% of 290,000 active; AID 2006; in the data active = inhibition above about 50%, passing the limit was not always enough; note: strong numbers were not always called active
* hit, by the source's call; x = not tested or not shown; & = joins results of further samples.

SMILES,IDE act,GalR3 antag,IDE inh,SUMO HTRF inh,HCV NS3 hel inh,VIM-2 inhibitor,pCIP destab,IMP-1 inh,CRFBP-R2 block
Cc1nn(CC(C)C)c(Cl)c1C(=O)O,-0.7,-4.8,-3.6,-2.6,8.4,-0.6,-2.3,-3.7,1.6
C=CCNC(=S)/N=C/c1c(O)[nH]c(=O)[nH]c1=O,4.1,-1.9,4.5,13.8,-5.3,-1.0,2.9,-0.4,2.7
Cc1nn(Cc2ccccc2Cl)c(Cl)c1C(=O)OCC(=O)NCc1ccco1,5.0,-6.6,2.1,1.8,0.2,-3.5,6.6,-2.8,27.7
CC1CCC(N2CCN(C(=O)COc3ccccc3)CC2)CC1 (configuration not stated),0.2,-7.0,2.2,11.1,3.3,0.1,-5.9,0.2,-4.8
C=CCN1CC[C@]23c4c5ccc(O)c4OC2C(O)CC[C@@]3(O)[C@H]1C5 (some centres not stated),3.0,0.7,6.6,x,x,x,x,x,4.5
O=[N+]([O-])c1cc([As](=O)(O)c2ccc(O)c([N+](=O)[O-])c2)ccc1O,0.7,-4.6,12.4,17.8,12.4,-0.5,-1.5,-1.4,0.1
COCCOC(=O)c1c(N)n(Cc2ccco2)c2nc3ccccc3nc12,-5.5,-3.7,3.3,27.3,6.9,2.9,-14.7,-1.7,-13.6
CCOC(=O)c1ccc2c(c1)n(Cc1ccccc1)c(C)[n+]2CC,5.2,3.3,3.3,-2.3,4.1,-1.5,-12.4,-2.5,-19.6
O=C(c1cc(C(=O)NCc2ccccc2)c(=O)n(Cc2ccccc2)c1)c1cc(Cl)ccc1O,7.1,-3.8,-3.3,9.8,25.9,-1.0,-3.8,-0.5,-18.4
CCC1(CCCC(=O)c2ccc(F)cc2)C(=O)NC(=S)NC1=O,4.1,-3.9,9.9,13.4,3.2,0.7,-7.0,-2.1,-12.9
CCC(C)n1c(O)c(/C=N/Nc2nc3c(c(=O)n(C)c(=O)n3C)n2C)c(=O)[nH]c1=S (configuration not stated),-7.0,-3.8,1.0,1.9,-17.7,-3.2,-20.7,-3.8,-20.4
Cn1cc(C(=O)c2ccccc2)c2ccccc21,6.0,x,-1.9,0.3,-2.7,-3.3,-6.2,-2.2,52.8*
COC(=O)C1=C(c2ccc(OC)c(OC)c2)C[C@@H]2CC[C@H]1N2C(=O)NC1Cc2ccccc2C1,-5.0,-2.4,1.6,x,x,x,x,x,5.8
Cc1ccc(C(=O)N[C@@H](C)CN2C3=NC[C@H](Cc4ccccc4)N3C[C@H]2Cc2ccc(O)cc2)cc1Br,x,x,7.9,-54.1,x,x,-3.0,x,-15.4
COC(=O)C1=C(c2ccccc2)C[C@@H]2CC[C@H]1N2C(=O)NCc1ccccc1,-0.9,-1.3,0.5,x,x,x,x,x,-1.5
COCCOC(=O)C1=C(N)OC(C)=C(C(=O)OC)C12C(=O)Nc1ccccc12 (configuration not stated),-4.7,1.4,-0.7,7.3,-6.9,-2.4,-12.5,-1.3,-5.0
CCNc1cc(N2CCN(C)CC2)ccc1[N+](=O)[O-],0.8,-3.0,3.9,5.5,-3.9,-0.9,7.4,-3.4,-14.1
COC(=O)C1=C(c2cc3ccccc3o2)C[C@@H]2CC[C@H]1N2C(=O)N1CCC(C)CC1,-2.4,-4.9,6.7,x,x,x,x,x,-1.3
COc1cc(C)c(CN2CCN(c3ccccc3)CC2)cc1C,5.3,-3.8,3.7,-4.2,-12.9,-2.1,-6.6,-4.1,32.4
CN(CCc1nnc(N)s1)[N+](=O)[O-],5.7,2.3,-2.1,9.3,5.1,-2.9,6.0,-1.5,9.7
OC1/C(=C/c2ccccc2C(F)(F)F)N2CCC1CC2 (configuration not stated),2.6,-2.2,8.6,13.9,0.5,-0.7,5.0,-0.6,3.0
COc1ccc2c(c1)C13CCCC[C@@H]1C(C2)N(C)CC3 (some centres not stated),6.0,x,3.3,0.4,x,x,-7.0,x,-11.6
CC(C)N(CCC(C(N)=O)(c1ccccc1)c1ccccn1)C(C)C (configuration not stated),4.1&3.4,-2.0&-4.6,1.1&7.5,-14.6,1.5,-2.7,-0.8,-6.1,1.0&-37.9
CC(C)(C)C(=O)NC1CCSC1=O (configuration not stated),x,-6.3,2.3,18.8,1.8,-0.2,1.7,2.1,x
O=[N+]([O-])/C(Cl)=C1\NCCN1Cc1ccc(Cl)nc1,2.6,2.7,0.8,-11.6,-3.2,-3.5,-22.4,-3.1,-8.3

Some of the entries so far, field by field:
Structure: COCCOC(=O)c1c(N)n(Cc2ccco2)c2nc3ccccc3nc12
  IDE act: -5.5; GalR3 antag: -3.7; IDE inh: 3.3; SUMO HTRF inh: 27.3; HCV NS3 hel inh: 6.9; VIM-2 inhibitor: 2.9; pCIP destab: -14.7; IMP-1 inh: -1.7; CRFBP-R2 block: -13.6

Structure: COc1ccc2c(c1)C13CCCC[C@@H]1C(C2)N(C)CC3 (some centres not stated)
  IDE act: 6.0; GalR3 antag: x; IDE inh: 3.3; SUMO HTRF inh: 0.4; HCV NS3 hel inh: x; VIM-2 inhibitor: x; pCIP destab: -7.0; IMP-1 inh: x; CRFBP-R2 block: -11.6

(continued)
SMILES,IDE act,GalR3 antag,IDE inh,SUMO HTRF inh,HCV NS3 hel inh,VIM-2 inhibitor,pCIP destab,IMP-1 inh,CRFBP-R2 block
Cc1cc(OCC(=O)N2CCC(C(=O)O)CC2)c2c3c(c(=O)oc2c1)CCCC3,2.1,-8.7,5.3,26.7,-1.2,-0.1,0.7,-4.5,0.0
CCN(CC)C(=O)c1ccc(NC(=O)Nc2ccccc2F)cc1,-0.3,-5.1,-4.6,-2.5,9.0,-2.5,6.5,-2.6,2.7
CC(C)[C@H]1C(=O)O[C@H](C(C)C)C(=O)N(C)[C@@H](C(C)C)C(=O)O[C@H](C(C)C)C(=O)N(C)[C@@H](C(C)C)C(=O)O[C@H](C(C)C)C(=O)N1C,2.0,x,-1.7,13.5,3.2,-4.1,-22.4,-2.7,31.2
CN1C(=O)/C(=C/c2ccc(N3CCCCCC3)o2)C(=O)NC1=S,-39.7,-2.1,14.2,10.4,-2.0,-0.4,-147.8,1.4,-34.1
COC(=O)C1=C(c2ccc(F)cc2F)C[C@@H]2CC[C@H]1N2C(=O)NCc1ccc2c(c1)OCO2,-1.7,-1.9,0.5,x,x,x,x,x,3.5
O=c1[nH]c(=O)n(Cc2ccco2)c(O)c1C=NCc1ccco1,1.8,-8.8,-1.8,1.7,4.2,-3.2,-16.5,3.0,-3.0
COc1ccc(-c2cc(=Nc3ccccc3)c3cc(C)ccc3o2)cc1,3.3,-5.9,2.1,2.7,-21.1,-2.0,-19.2,-1.1,0.2
Cc1ccc(-c2nc3ccccc3c(=O)n2-c2ccc(Br)cn2)cc1,2.4,-1.7,7.5,12.6,-2.7,-2.2,-3.6,-2.6,-2.2
O=c1oc2ccccc2c(O)c1C(c1ccc([N+](=O)[O-])cc1)c1c(O)c2ccccc2oc1=O,3.0,-3.2,x,36.1,-0.2,1.9,2.6,2.0,82.2*
O=C(N/N=C/c1c(O)n(Cc2ccco2)c(=O)[nH]c1=O)c1ccccc1O,8.5,-1.3,-2.6,x,11.6,-3.9,-4.9,-2.4,11.4
N=C1c2ccccc2CN1NC(=O)c1ccccc1,6.0,-3.2,-0.7,0.2,-2.2,-3.1,-2.8,-4.1,8.9
CN1CCCN(C(=O)COc2cccc(C(F)(F)F)c2)CC1,2.0,-0.7,0.1,0.8,2.7,-2.7,7.8,-2.3,-6.6
COc1ccccc1N=C1SCCCN1C,-5.8,-5.8,0.0,18.9,-4.5,0.1,2.1,-1.9,11.7
CCCCn1c(O)c(C(CC)=NCCN2CCCCC2)c(=O)[nH]c1=O,-1.5,-0.4,0.3,25.9,-16.4,-1.5,-16.0,-0.9,-1.8
Cc1cc(/C=C2\C(=O)NC(=O)N(c3ccc(Cl)cc3)C2=O)c(C)n1-c1cccc(C(=O)O)c1,0.5,-8.9,-0.3,27.2,31.9,-0.3,-9.1,-0.9,9.2
O=C(OCC(=O)c1ccc([N+](=O)[O-])cc1)/C(=C/c1ccc(Cl)cc1)NC(=O)c1ccccc1,-8.1,-7.6,2.1,5.7,5.0,-3.0,-0.3,-2.0,-17.9
CC1CCN(CC(=O)c2ccccc2Cl)CC1,5.4,-11.2,5.5,-5.5,0.2,0.6,-4.8,-1.8,-7.9
NNP(=O)(CC(=O)c1ccccc1)c1ccccc1 (configuration not stated),x,-3.7,1.1,4.1,-5.0,-2.3,0.1,0.3,-8.0
O=c1c2ccccc2nc(-c2ccc(Cl)cc2Cl)n1-c1ccncc1,-5.8,-5.2,3.7,-24.7,-5.7,0.9,4.5,-0.3,13.6
c1ccc(C(OCCN2CCN(c3ncccn3)CC2)c2ccccc2)cc1,-3.7,-6.2,1.6,x,x,x,x,x,9.2
COc1ccc(Cc2nccc3cc(OC)c(OC)cc23)cc1OC,7.2,x,1.2,87.9,-8.2,-2.0,-5.5,-2.7,-65.2
CCOC(=O)C1=C(N)OC2=C(C(=O)CCC2)C12C(=O)N(CC(N)=O)c1ccccc12 (configuration not stated),2.0,0.3,6.3,19.2,1.3,-1.4,-9.9,-2.0,6.7
COc1ccccc1N1CCNCC1,5.5,-4.1,1.2,14.5,x,x,-8.7,x,-2.2
COc1cccc(N2C(=O)NC(=O)C3(Cc4cc(C)ccc4N(C)C3)C2=O)c1 (configuration not stated),0.4,-1.1,-2.1,18.0,8.6,-2.2,-2.4,-4.8,25.3
NCCc1c[nH]c2ccc(OCc3ccccc3)cc12,6.9,-1.6,-2.8,11.6,-30.4,-5.0,-3.7,-3.2,1.9
COc1ccc(-c2cc(=O)c3c(OC)c(OC)c(OC)cc3o2)cc1,-1.9,2.5,2.4,21.6,6.3,0.9,13.8,-1.2,0.8
C[C@@H]1O[C@@H](O[C@@H]2C=C3CC[C@@H]4C(CC[C@]5(C)[C@@H](c6ccc(=O)oc6)CC[C@]45O)[C@@]3(C)CC2)[C@H](O)[C@H](O)[C@H]1O (some centres not stated),-2.9,32.5*,5.6,x,x,x,x,x,3.2

This is a subset. The share of hits here may be higher or lower than overall.
